Screening data as filed in PubChem BioAssay.
HADH2 inh – HADH2 (human) dehydrogenase inhibition; Q99714; recombinant HADH2, NADH fluorescence, beta-hydroxybutyryl-CoA; Potency, µM (highest dose often 57.1 µM), inactives show at the top dose activity change, negative = inhibition, hits mostly inhibitors; 3.4% of 73,000 active; AID 886; further: potency means the concentration at half of the fitted maximal effect; on the % scale 0 is the no-effect control and ±100 the full control effect; nearly all actives have a fitted effect of over 60% in size; many of its hits are not listed in these tables
Target sequence (Q99714 whole entry, looked up, one chain of several): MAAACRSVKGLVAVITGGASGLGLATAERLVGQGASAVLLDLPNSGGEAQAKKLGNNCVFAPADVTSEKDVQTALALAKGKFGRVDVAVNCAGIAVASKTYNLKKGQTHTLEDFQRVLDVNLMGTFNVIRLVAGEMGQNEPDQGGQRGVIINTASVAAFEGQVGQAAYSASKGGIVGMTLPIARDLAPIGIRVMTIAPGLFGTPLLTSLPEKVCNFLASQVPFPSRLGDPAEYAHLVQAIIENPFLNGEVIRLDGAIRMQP
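Activity measured as NADH fluorescence gain (360/450 nm), taken as the change between first and last reads of a 4-min kinetic run. Conditions: pH 9.0 Tris buffer, 20 nM E. coli-expressed His-tagged enzyme, 1 mM NAD+, 90 uM beta-hydroxybutyryl-CoA; 15-min compound preincubation.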
Hsp90 Hop PPI – changes Hsp90-Hop TPR2A binding signal, up or down; AlphaScreen TPR2A-His6 binding biotin-Hsp90 C-terminal peptide; Potency, µM (doses to about 57 µM), inactives show top-dose activity change, negative = inhibition; 0.44% of 71,000 active; AID 595; active means well fitted curve in either direction with a large enough effect; inconclusive means small, poorly fitted or top-dose-only effect, or another doubt; further: potency means the concentration at half of the fitted maximal effect; on the % scale 0 is the no-effect control and ±100 the full control effect; many of its hits are not listed in these tables
ALOX15 inhib – 15-hLO (ALOX15) enzyme inhibition; AID 887; 1.4% of 74,000 active; purified 15hLO-1, xylenol orange hydroperoxide absorbance; Potency, µM (highest dose often 57.1 µM), for the others: at the highest dose activity change, negative = inhibition, hits mostly inhibitors; P16050; further: potency means the concentration at half of the fitted maximal effect; on the % scale 0 is the no-effect control and ±100 the full control effect; nearly all actives have a fitted effect of over 55% in size
Target sequence (P16050 whole entry, looked up): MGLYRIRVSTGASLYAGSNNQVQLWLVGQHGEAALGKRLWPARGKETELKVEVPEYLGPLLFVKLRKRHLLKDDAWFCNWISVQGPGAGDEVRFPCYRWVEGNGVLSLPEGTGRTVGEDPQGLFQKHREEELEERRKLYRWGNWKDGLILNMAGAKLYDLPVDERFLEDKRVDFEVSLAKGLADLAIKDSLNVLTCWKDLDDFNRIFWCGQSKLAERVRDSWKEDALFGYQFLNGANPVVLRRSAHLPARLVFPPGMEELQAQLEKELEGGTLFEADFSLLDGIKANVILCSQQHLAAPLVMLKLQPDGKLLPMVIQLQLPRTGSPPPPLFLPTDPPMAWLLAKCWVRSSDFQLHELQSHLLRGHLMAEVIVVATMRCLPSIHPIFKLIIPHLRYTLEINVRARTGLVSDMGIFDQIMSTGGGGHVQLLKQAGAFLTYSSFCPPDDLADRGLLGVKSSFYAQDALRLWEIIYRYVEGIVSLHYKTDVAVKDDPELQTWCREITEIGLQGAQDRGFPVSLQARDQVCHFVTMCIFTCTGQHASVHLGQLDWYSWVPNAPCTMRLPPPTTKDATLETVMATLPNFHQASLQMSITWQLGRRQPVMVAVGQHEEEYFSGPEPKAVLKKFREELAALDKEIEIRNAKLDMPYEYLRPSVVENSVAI
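Purified human 15hLO-1 (40 nM) in 25 mM Hepes pH 7.5, 0.01% Triton X-100, preincubated 15 min RT with compound, then 50 uM arachidonic acid for 6 min. Hydroperoxide read by ferrous/xylenol orange, 30 min; 573/405 nm absorbance ratio gave progress.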
Pol III holo inh – blocks replication by bacterial DNA polymerase III holoenzyme; AID 603; 0.25% of 71,000 active; Potency, µM (series often up to 57.1 µM), inactives show top-dose activity change, negative = inhibition; reconstituted DNA polymerase III holoenzyme replication, biochemical; further: potency means the concentration at half of the fitted maximal effect; on the % scale 0 is the no-effect control and ±100 the full control effect
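Reconstituted *E. coli* holoenzyme (0.35 nM Pol III, 1 nM beta, 154 nM SSB, 2 nM primase) was preincubated with compound for 15 min at RT. Synthesis on 1.4 nM ssM13Gori ran 35 min, then was stopped with PicoGreen/EDTA and read as dsDNA fluorescence.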
GFP derepression – epigenetic GFP locus derepression in mouse cells; Potency, µM (highest dose often 46.1 µM), for the others: top-dose GFP derepression (activation); mouse C127i GFP locus derepression, cytometry, 30 h; 0.09% of 68,000 active; further: % of control where 0% means no effect
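Murine C127i mammary cells carrying a silenced, stably integrated CMV-driven GFP reporter were treated with compound for 30 hours at 37 C. After PBS washes, GFP-positive cells were counted by laser-scanning microplate cytometry.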
Ub-GFP proteasome – inhibits proteasome, raising ubiquitin-GFP reporter fluorescence. Ubiquitin-GFP reporter cells, proteasome inhibition, GFP fluorescence; response scale: untreated = 0%, 10 µM MG-132 = 100%. Potency, µM (titrated, usually from 45.9 µM), for inactives: at the highest dose activation (GFP accumulation), actives largely listed as activators. 67,000 tested, under 10 active. AID 526; active means well fitted activation curve with a large enough effect, not every such curve was filed as active; inconclusive means small, poorly fitted or top-dose-only effect, or another doubt; inactive means no such curve, though single readings can be large or run the other way; further: potency means the concentration at half of the fitted maximal effect
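U2OS Ub(G76V)-GFP reporter; O/N plating, 0.5% FBS; cpd 46 uM–2.9 nM, 4 h, 37 °C; GFP+ cell count, 488/515 nm; norm. to basal vs 10 uM MG-132; CRC fit.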
BRCT inh green – blocks human BRCA1 BRCT binding to phosphopeptide, green readout | BRCA1 BRCT-phosphopeptide binding, green fluorescence polarization | 0.05% of 75,000 active | Potency, µM (series often up to 76.9 µM), without a hit: top-dose activity change, negative = inhibition, hits mostly inhibitors | P38398;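 further: potency means the concentration at half of the fitted maximal effect; plate controls were peptide without protein for full effect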
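Compounds were incubated for 12 min at room temperature with a complex of 100 nM fluorescein-tagged pBACH1 decapeptide and 250 nM His-tagged BRCT protein. Buffer was phosphate pH 7.3 with EDTA, DTT and Tween 20. Disruption of binding lowers the polarization signal.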
BRCT PPI red – BRCT-phosphoprotein interaction inhibition (red fluorophore); BRCT-phosphopeptide binding, red fluorescence polarization; P38398; Potency, µM (titrated, usually from 76.9 µM), without a hit: top-dose activity change, negative = inhibition, hits mostly inhibitors; 0.03% of 75,000 active; further: on the % scale 0 is the no-effect control and ±100 the full control effect
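Fluorescence polarization: 100 nM His-tagged BRCA1 BRCT with 100 nM TAMRA-labelled phospho-BACH1 decapeptide, phosphate buffer pH 7.3 with 150 mM NaCl, DTT, 0.01% Tween 20; 12 min RT. Binding inhibition seen as FP decrease.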
CRE Fsk mod – modulators of forskolin-stimulated CRE signaling in CHO cells; 2.5% of 71,000 active; Potency, µM (highest dose often 38.2 µM), for the others: at the top dose activity change, negative = inhibition, usual class: activators; AID 662; CHO CRE-bla reporter (cAMP response element driving beta-lactamase), forskolin EC10, beta-lactamase ratio; active means well fitted activation curve with a large enough effect in the signal ratio, with a control signal flat, not every such curve was filed as active; inconclusive means small, poorly fitted or top-dose-only effect, or effect the other way, or a change in a side signal; the % refers to the signal ratio; further: potency means the concentration at half of the fitted maximal effect; % of control where 0% means no effect
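CRE-bla CHO reporter cells treated with compound titration plus EC10 NKH 477 (water-soluble forskolin), incubated 3 h at 37 °C; CCF4 loading 2 h at room temperature, 460/530 nm emission ratio read, AC50 values derived for positive or negative modulators.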
USP2a inhib – USP2a (human) protease inhibition; Potency, µM (series often up to 38.3 µM), for inactives: top-dose activity change, negative = inhibition, hits mostly inhibitors; AID 927; 0.1% of 60,000 active; USP2a enzymatic assay, qHTS inhibition; O75604;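 further: potency means the concentration at half of the fitted maximal effect; nearly all actives have a fitted effect of over 60% in size; plate controls were DMSO for no effect and NEM full inhibition control for full effect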
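Inhibition is measured in a cell-free coupled assay with 20 nM USP2 core, 20 nM Ub-PLA2 and 20 uM NBD C6-HPC, 2.5 h incubation. Activity normalized to NEM control.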
HBB splice mod – alters splicing of the hemoglobin beta chain | HBB splicing reporter cell assay, activation; EGFP reporter with mutant IVS2-654 intron; response scale: normalised to 500 nM splice-correcting PNA | Potency, µM (series often up to 46.1 µM), without a hit: at the top dose activation, actives largely listed as activators | 0.06% of 65,000 active | AID 925; further: potency means the concentration at half of the fitted maximal effect; 0% is about no effect
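Compounds were applied for 2 days to HeLa EGFP-654 cells, 500/well in Optimem with 2% FCS. The reporter's EGFP is disrupted by mis-splicing of beta-globin intron IVS2-654. Readout: summed well GFP fluorescence from 488 nm laser scanning; reference was 500 nM antisense […] 654 PNA.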
Starred values were filed as active, the others as inactive; ? = inconclusive; . = not tested or not shown; [ ] = another dose, or the depositor's remark. Unless noted, the call rests on the fitted dose curve; in most records, active means well fitted curve in the direction sought with a large enough effect; inconclusive means small, poorly fitted or top-dose-only effect, or another doubt; inactive means no such curve, though single readings can be large; an effect the other way counts as inactive or inconclusive. A portion of the library; count on the stated rates, not on these rows.

SMILES	HADH2 inh	Hsp90 Hop PPI	ALOX15 inhib	Pol III holo inh	GFP derepression	Ub-GFP proteasome	BRCT inh green	BRCT PPI red	CRE Fsk mod	USP2a inhib	HBB splice mod
O=C(CN(C1CCCCC1)S(=O)(=O)c1ccccc1)NCc1cccnc1	-1%	1%	1%	-4%	5%	2%	-1.3%	-1.1%	-6%	2%	-0.3%[57.5 µM]
CCOC(=O)CCSc1nnc(-c2cccnc2)n1-c1ccccc1OC	7%	0%	5%	1%	0%	-4%	-0.9%	-0.5%	-11%	-3%	1.6%
O=C(NCC1CCCO1)C1CCN(S(=O)(=O)c2cccnc2)CC1 (configuration not stated)	1%	1%	9%	2%	0%	-6%	0.9%	1.1%	?	-2%	-7.5%
Brc1cccc(C2CC(c3ccccc3)n3nnnc3N2)c1 (configuration not stated)	-7%	-11%	-5%	-3%	0%	-9%	0.0%	0.1%	-8%	17%	-1.0%
FC(F)(F)c1cccc(Cl)c1	1%	1%	-3%	-8%	.	.	-0.1%	-0.4%	-6%	.	-0.2%
Cc1ccnc(SCCn2c(N3CCC(C)CC3)nc3c2c(=O)n(C)c(=O)n3C)n1	5%	-4%	-8%	1%	2%	0%	-1.8%	1.1%	24%	8%	0.3%
C[C@](N)(COP(=O)(O)O)C(=O)O	4%	-2%	4%[25.6 µM]	-4%	-1%	-1%	-1.9%	0.4%	-15%	.	.
COc1cc(C(=O)O)ccc1OCC(=O)N1CCOCC1	-8%	0%	3%	-2%	-1%	0%	-1.1%	-0.1%	-4%	-8%	-0.2%[57.5 µM]
C=CCc1ccccc1OCC(O)CN1CCN(c2ccccc2F)CC1 (configuration not stated)	-1%	0%	-14%	-1%	2%	1%	-1.7%	-1.9%	-10%	1%	-0.7%
COc1ccc(Cc2n[nH]c(=O)c3ccccc23)cc1OC	-2%	-5%	3%	-5%	2%	4%	0.4%	-0.7%	?	0%	-0.7%
CC(c1ccccc1)N1CNc2c(c(=O)n(C)c(=O)n2C)C1 (configuration not stated)	-8%	2%	2%	-11%	4%	14%	-1.1%	0.4%	1%	-2%	-0.5%[9.22 µM]
Cn1nnnc1SCC(=O)NC(C)(C)C	17%	-2%	-1%	-2%	0%	1%	-0.4%	0.9%	-1%	-2%	.
OC[C@@H]1O[C@@H](n2cnc3c(NC4CCCCC4)ncnc32)[C@@H](O)[C@H]1O	6%	1%	-6%	0%	-2%	5%	-1.6%	-1.5%	2%	4%	-0.4%
COCCOC(=O)c1[nH]c2c(c1C)C(=O)CC(c1cc(OC)ccc1OC)C2 (configuration not stated)	6%	-3%	-1%	2%	.	19%	-0.8%	-0.6%	?	.	-0.9%
COCCN1CC(O)=C(c2nc3ccccc3c(=O)[nH]2)C1=N	35%[activator]	-7%	14%	-5%	3%	1%	2.4%	1.0%	?	3%	3.1%

No new results follow: entries from further up.
SMILES	HADH2 inh	Hsp90 Hop PPI	ALOX15 inhib	Pol III holo inh	GFP derepression	Ub-GFP proteasome	BRCT inh green	BRCT PPI red	CRE Fsk mod	USP2a inhib	HBB splice mod
O=C(CN(C1CCCCC1)S(=O)(=O)c1ccccc1)NCc1cccnc1	-1%	1%	1%	-4%	5%	2%	-1.3%	-1.1%	-6%	2%	-0.3%[57.5 µM]
CCOC(=O)CCSc1nnc(-c2cccnc2)n1-c1ccccc1OC	7%	0%	5%	1%	0%	-4%	-0.9%	-0.5%	-11%	-3%	1.6%
O=C(NCC1CCCO1)C1CCN(S(=O)(=O)c2cccnc2)CC1 (configuration not stated)	1%	1%	9%	2%	0%	-6%	0.9%	1.1%	?	-2%	-7.5%
Brc1cccc(C2CC(c3ccccc3)n3nnnc3N2)c1 (configuration not stated)	-7%	-11%	-5%	-3%	0%	-9%	0.0%	0.1%	-8%	17%	-1.0%
FC(F)(F)c1cccc(Cl)c1	1%	1%	-3%	-8%	.	.	-0.1%	-0.4%	-6%	.	-0.2%
Cc1ccnc(SCCn2c(N3CCC(C)CC3)nc3c2c(=O)n(C)c(=O)n3C)n1	5%	-4%	-8%	1%	2%	0%	-1.8%	1.1%	24%	8%	0.3%

Further compounds
SMILES	HADH2 inh	Hsp90 Hop PPI	ALOX15 inhib	Pol III holo inh	GFP derepression	Ub-GFP proteasome	BRCT inh green	BRCT PPI red	CRE Fsk mod	USP2a inhib	HBB splice mod
COCCN1C(=O)c2oc3ccccc3c(=O)c2C1c1cccc(O)c1 (configuration not stated)	-24%	2%	-18%	5%	-2%	-3%	-1.7%	2.5%	4%	.	0.0%
CCCn1c(SCC(=O)N2CCN(c3ccccc3)CC2)nc2ccccc2c1=O	?	1%	-5%	-2%	-1%	2%	-2.8%	0.1%	?	5%	-0.6%[57.5 µM]
Cn1cccc1Cc1nnc(SCC(=O)Nc2cccc(F)c2)n1CCc1ccccc1	-14%	-13%	?	8%	-2%	15%	0.2%	-1.8%	-22%	.	-0.9%
O=S(=O)(c1ccc(OCC(O)CN2CCC(Cc3ccccc3)CC2)cc1)N1CCOCC1 (configuration not stated)	-5%	-1%	-12%	-3%	-3%	1%	1.4%	-0.1%	-14%	29%	1.8%
c1ccc(CNC2=NCCC2)nc1	11%	-15%	21%	-11%	2%	-3%	-2.5%	0.2%	-4%	-1%	1.9%
Cn1c(=O)c2c(SCC(=O)N3CCN(c4ccccc4)CC3)nc(C3CC3)nc2n(C)c1=O	3%	0%	7%	-8%	.	1%	1.9%	-3.6%	-2%	.	-0.1%
Cc1ccc(C2=[N+]([O-])C3(CCCCC/C3=N\O)N(O)C2(C)C)o1 (configuration not stated)	4%[11.4 µM]	-2%[11 µM]	-2%[11.4 µM]	-1%[11.4 µM]	-2%	?	-0.5%	0.0%	?	3%[7.66 µM]	-3.4%[0.0738 µM]
C=CCN(CC=C)S(=O)(=O)c1ccc2nc(NC(=O)C(C)C)sc2c1	2%	-2%	-10%	-9%	-2%	4%	2.0%	-0.1%	?	12%	-3.5%
O=C(NC1CCN(C(=O)Nc2ccccc2)CC1)C1CCCCC1	9%	1%	-8%	-3%	-1%	-5%	-0.7%	-0.7%	-21%	-5%	0.3%
CCCCN(CCCNC(=O)CN1C(=O)COc2ccccc21)c1ccccc1	3%	-9%	-28%	-6%	-4%	5%	2.6%	-1.1%	?	-24%	-0.7%
S=c1nc(-c2ccccc2)n(CCN2CCOCC2)c2c1CCCC2	?	-2%	-15%	-3%	4%	0%	-5.1%	1.4%	19%	-4%	0.1%[57.5 µM]
NCCC[C@@H](CC(=O)N[C@@H]1CCCC[C@H]1C(=O)N[C@H](CC(=O)N[C@@H](CCC(=O)O)CC(=O)O)Cc1ccccc1)NC(=O)C[C@H](Cc1ccccc1)NC(=O)[C@@H]1CCCC[C@H]1N	-16%	-21%	.	-4%	.	.	.	.	-16%	.	0.2%
CCOC(=O)Cc1[nH]nc2c1C(C1C=CCCC1)C(C#N)=C(N)O2 (configuration not stated)	-7%	-4%	-5%	-18%	4%	3%	1.5%	-2.4%	?	12%	-2.5%[57.5 µM]
CCOC(=O)c1sc(N)c(C(=O)OCC)c1COC(=O)C1CC(=O)N(Cc2ccco2)C1 (configuration not stated)	-18%	-4%	7%	-2%	-1%	0%	1.2%	-1.6%	23%	16%	-0.3%[57.5 µM]
Cc1ccc(NC(=O)Cn2nc(C)c3ccccc3c2=O)c(C)c1	10%	-1%	-7%	-5%	0%	-1%	1.1%	0.7%	-2%	13%	2.1%
O=C(NC1(C(F)(F)F)NC(=O)N(Cc2cccnc2)C1=O)c1cccs1 (configuration not stated)	-4%	-3%	-1%	3%	3%	-7%	-0.1%	-0.9%	-8%	-10%	-3.3%
